# ERK EGF block: EGF-driven ERK pathway inhibition. HEK293-V1b, EGF-stimulated phospho-ERK AlphaScreen. Potency, µM (highest dose often 11.5 µM), for inactives: at the highest dose activity change, negative = inhibition, usual class: inhibitors. actives 0.41% (n = 130,000); active = well fitted inhibition curve with a large enough effect; inconclusive = small, poorly fitted or top-dose-only effect, or effect the other way;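 note: plate controls were stimulated vehicle wells for no effect and unstimulated vehicle basal for full effect; nearly all actives have a fitted effect of over 55% in size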
#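 In this qHTS, HEK293 cells with stable type-1 vasopressin (V1b) receptor were exposed to compound at 37C for 30 min, stimulated 5 min with EGF at 25 nM, lysed, and probed for phospho-ERK by AlphaScreen.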
# Numbers without * were called inactive; ? = inconclusive; [ ] = another dose, or the depositor's remark. Potency is the fitted concentration of half-maximal effect. Only part of the results is shown (hit frequency here may not be typical).
ERK EGF block,Structure
9%,CS(=O)(=O)Nc1ccccc1Oc1ccccc1
-6%,OC(c1ccccc1)c1cccnc1 (configuration not stated)
5%,Cc1ccc(Nc2c([N+](=O)[O-])c(=O)oc3ccccc23)cc1
29%,CCN1CCN(c2c(C(=O)c3ccc(OC)cc3)cnc3ccccc23)CC1
7%[57.5 µM],CCCCC1=CC2=C(c3ccco3)C(=O)C(C)(OC(=O)c3ccc(OC)cc3)C(=O)C2=CN1CCOC (configuration not stated)
3%,Cc1ccc(C(=O)N2CCc3ccccc32)o1
4%[25.7 µM],COc1ccc([C@@H]2CC(=O)c3c(O)cc(O[C@H]4O[C@@H](CO[C@H]5O[C@@H](C)[C@@H](O)[C@@H](O)[C@@H]5O)[C@@H](O)[C@@H](O)[C@@H]4O)cc3O2)cc1O
-9%[57.5 µM],O=S(=O)(Nc1ccc(-c2nc3cccnc3s2)cc1)c1ccccc1F
-6%,CC(C)(C)N(NC(=O)c1ccccc1)C(=O)c1ccc(C(=O)N(NC(=O)c2ccccc2)C(C)(C)C)cc1
-10%,Cc1nc2c([N+](=O)[O-])c(C)c(C)cc2[nH]1
7%,COc1ccc(NC(=O)C2=C(C)NC(=S)NC2c2ccc(O)c(OC)c2)cc1 (configuration not stated)
4%,Cc1ccc2nc(N(CCCN(C)C)C(=O)COc3ccc(Cl)cc3)sc2c1
5%,Cn1nc(C(=O)NCCOc2ccccc2)c2ccccc2c1=O
-5%,CCOc1ccc(/C=N/OCC(=O)NCc2cccs2)cc1
34%,O=C(CCc1ccccc1)NN1C(=O)C2C3C=CC(O3)C2C1=O (configuration not stated)

# Reprinted from the part before: five entries, then new ones.
ERK EGF block,Structure
7%,COc1ccc(NC(=O)C2=C(C)NC(=S)NC2c2ccc(O)c(OC)c2)cc1 (configuration not stated)
4%,Cc1ccc2nc(N(CCCN(C)C)C(=O)COc3ccc(Cl)cc3)sc2c1
5%,Cn1nc(C(=O)NCCOc2ccccc2)c2ccccc2c1=O
-5%,CCOc1ccc(/C=N/OCC(=O)NCc2cccs2)cc1
34%,O=C(CCc1ccccc1)NN1C(=O)C2C3C=CC(O3)C2C1=O (configuration not stated)
-3%,COc1ccccc1CCc1nnc(CCC(=O)NC(C)Cc2cccnc2)o1 (configuration not stated)
1%,Cc1cc(Sc2nc(NC(C)(C)C)nc(N3CCOCC3)n2)nc(Cl)n1
-9%,O=C(Cc1ccc(Br)cc1)N(Cc1ccccc1)c1ccccn1
-2%,COc1ccc(NC(=O)COC(=O)[C@@H](NC(=O)c2c(F)cccc2F)C(C)C)cc1
10%,CCCCNS(=O)(=O)c1ccc2nc(-c3cccnc3)cc(C(=O)NC(C)CC)c2c1 (configuration not stated)
-3%,O=C(c1ccc([N+](=O)[O-])cc1)N(c1ccccn1)c1ccccn1
5%,CCS(=O)(=O)C1=NN2C(=N)/C(=C\c3ccc(SCc4ccco4)o3)C(=O)N=C2S1
5%[57.5 µM],CCc1c(O)c(-c2ccccc2)c(=O)n(-c2ccccn2)c1-c1ccccc1
10%,O=C(CCCCCN1C(=O)c2ccccc2C1=O)Nc1ccc(F)cc1
-2%[57.5 µM],NC(=O)C1=C[C@@H](c2csc3ccccc23)C[C@@H](OCc2ccc(CO)cc2)O1
-10%,N#C/C(=C/c1cn(-c2ccccc2)nc1-c1cccc(S(=O)(=O)N2CCOCC2)c1)C(=O)NCc1ccco1
14%,COc1cccc(CC(NC(C)=O)C(=O)NC2CCN(c3c4c(nc5ncnn35)CCC4)CC2)c1OC (configuration not stated)
6%,Cc1nc(C)c(CC(=O)N/N=C/c2ccc(O)cc2)c(=O)[nH]1
-2%,NC(=O)C(CC(=O)O)NC(=O)[C@@H]1CCOc2c(I)cc([N+](=O)[O-])cc2C(=O)N[C@@H](CO)C(=O)N[C@@H](Cc2ccc(O)cc2)C(=O)N1 (some centres not stated)
-2%,COCc1nnc(NC(=O)CC(C)C)s1

# The final 6 compounds of the section before open the next one:
ERK EGF block,Structure
-2%[57.5 µM],NC(=O)C1=C[C@@H](c2csc3ccccc23)C[C@@H](OCc2ccc(CO)cc2)O1
-10%,N#C/C(=C/c1cn(-c2ccccc2)nc1-c1cccc(S(=O)(=O)N2CCOCC2)c1)C(=O)NCc1ccco1
14%,COc1cccc(CC(NC(C)=O)C(=O)NC2CCN(c3c4c(nc5ncnn35)CCC4)CC2)c1OC (configuration not stated)
6%,Cc1nc(C)c(CC(=O)N/N=C/c2ccc(O)cc2)c(=O)[nH]1
-2%,NC(=O)C(CC(=O)O)NC(=O)[C@@H]1CCOc2c(I)cc([N+](=O)[O-])cc2C(=O)N[C@@H](CO)C(=O)N[C@@H](Cc2ccc(O)cc2)C(=O)N1 (some centres not stated)
-2%,COCc1nnc(NC(=O)CC(C)C)s1
3%[57.5 µM],Cc1[nH]c(=O)[nH]c(=O)c1CSCC(=O)OCC(=O)Nc1ccccn1
2%,COc1cc([N+](=O)[O-])ccc1NC(=O)CSc1n[nH]c(C(C)C)n1
-2%,CCN(C(=O)COC(=O)c1cc(-c2ccc(C)o2)nc2ccccc12)C1CCS(=O)(=O)C1 (configuration not stated)
3%,Cc1cc(C)cc(OCC(O)CN2CCN(Cc3ccc4c(c3)OCO4)CC2)c1 (configuration not stated)
-9%,O=C(Nc1ccccc1)Nc1ccc(Cl)c(S(=O)(=O)N2CCOCC2)c1
-6%,COc1ccc(Cc2cnc(N)s2)cc1
-1%,COc1cccc(C(=O)NC(=S)Nc2nnn(C)n2)c1
-9%,Cc1cccc(CCNC(=O)CCc2nnc(CCc3ccccc3)o2)n1
-3%[57.5 µM],NC(=O)CCC(NC(=S)Nc1ccccc1)C(=O)O (configuration not stated)
-14%,COc1ccccc1/C=C/C(=O)OCCCN(C)C
-4%,CC(=O)Nc1sc2c(c1C#N)CCCCC2
-10%,CC1CN(CCOc2ccccc2[N+](=O)[O-])CC(C)O1 (configuration not stated)
-1%[57.5 µM],COc1cc(/C=N/NC(=O)C(N)=O)ccc1OCC(=O)N1C(C)CCCC1C (configuration not stated)
0%,Cn1c(CNC(=O)c2cccs2)nnc1SCC(=O)Nc1ccccc1
9%,Cc1ccc(Cn2ccc(NC(=O)c3nn(C)cc3[N+](=O)[O-])n2)cc1
-17%,O=C(CCN1CCOCC1)N1CCc2c([nH]c3ccccc23)C1c1cccc(Cl)c1 (configuration not stated)
3%,COc1ccc(/C=C/C(=O)C2CC2)cc1Cn1nc(C)c([N+](=O)[O-])c1C
-10%,Cc1ccc(/C=N/N=C2/NC(=O)C(CC(=O)N3CCOCC3)S2)cc1 (configuration not stated)
26%,CCCNC(=O)Cn1nc([N+](=O)[O-])c([N+](=O)[O-])c1C
3%,CCn1c(=O)c(C(=O)Nc2ncccc2C)c(O)c2ccccc21
4%[57.5 µM],CC(=O)NNC(=O)c1nc(-c2ccccc2)c(C)o1
3%,Nn1cnc2scc(-c3cccs3)c2c1=O
2%,c1ccc(-c2cc3c(N4CCCC4)ncnc3s2)cc1
-4%,N=c1sccn1CC(=O)Nc1cc(S(=O)(=O)N2CCCC2)ccc1Cl
13%,O=[N+]([O-])c1cccc(CSc2nnc(Cc3ccccc3)n2-c2ccc(F)cc2)c1
3%,N/C(CSc1ccc(Cl)cc1)=N\NC(=O)c1ccncc1
?,O=C(/C=C1\C(=O)Nc2ccccc21)/C=C1\C(=O)Nc2ccccc21
-5%[57.5 µM],CCn1c2ccccc2c2cc(NC(=O)Nc3ccc([N+](=O)[O-])cc3C)ccc21
3%,N#Cc1cc2c(ccc3ccccc32)oc1=O
-1%,COc1cc(OC)c(NC(=O)c2cccc(F)c2)cc1Cl
1%,Cc1cc(C)c(C(=O)Cn2cnc3cc([N+](=O)[O-])ccc3c2=O)cc1C
-3%,Cc1ccc(CNC(=O)CNC(=S)N(Cc2ccccc2)Cc2ccccc2F)cc1
8%,COc1ccc(NC(=O)N2CCCC(c3nc(-c4ccc(OC)cc4)no3)C2)cc1 (configuration not stated)
-3%,O=C(CSc1ccc([N+](=O)[O-])cn1)Nc1ccc(N2CCOCC2)cc1
7%[57.5 µM],O=C(COC(=O)c1ccc(O)cc1)Nc1cccc(S(=O)(=O)NC2=NCCCCC2)c1
-3%,CCN(CC)S(=O)(=O)c1cccc(-c2n[nH]c(=S)n2Cc2ccccc2)c1
-8%,Cc1ccc(OCC(=O)Nc2ccc(S(=O)(=O)Nc3ccccn3)cc2)c(C)c1
7%,COc1cc(OC)cc(C(=O)Nc2ccc([N+](=O)[O-])cn2)c1
6%,Cc1ccc(-c2cc(C(=O)Nc3nccs3)c3ccccc3n2)c(C)c1
-14%[57.5 µM],COC(=O)[C@@H](NC(=O)N1CCC(C)CC1)C(C)C
1%,O=C(COc1ccc(Cl)cc1)NCCN1CCCCC1
0%,O=C(Cn1c(Cc2ccccc2)nc2ccccc21)NCc1ccc2c(c1)OCO2
-1%,O=C(CCCc1cccs1)Nc1ccc2c(c1)OCO2
2%,COc1ccc(C(=O)c2c[nH]c(C(=O)N=CN(C)C)c2)cc1
1%,Clc1ccc(CN2CCN(/N=C/c3ccco3)CC2)cc1

# An excerpt from above in order of their number in ERK EGF block, high to low:
ERK EGF block,Structure
2%,COc1ccc(C(=O)c2c[nH]c(C(=O)N=CN(C)C)c2)cc1
1%,Cc1cc(C)c(C(=O)Cn2cnc3cc([N+](=O)[O-])ccc3c2=O)cc1C
0%,O=C(Cn1c(Cc2ccccc2)nc2ccccc21)NCc1ccc2c(c1)OCO2

# Next part:
ERK EGF block,Structure
8%,Cc1ccc(CSCCC(=O)NCCc2ccc(Cl)cc2)cc1
2%,COc1ccc(S(=O)(=O)N(C)c2ccc(C(=O)N3CCC(C(N)=O)CC3)cc2)cc1OC
-1%,C=C(C(=O)c1ccccc1)C(CC(=O)c1ccccc1)c1ccccc1 (configuration not stated)
-1%,O=[N+]([O-])c1cc(/C=N/N/C(=N/c2ccccn2)c2ccccn2)ccc1O
-1%,COCCCNC(=S)NCCNc1nc2cc(C)cc(C)c2cc1C#N
-5%[57.5 µM],O=C(c1ccc(OC2CCN(CCc3ccccc3)CC2)cc1)N1CCCC(CO)C1 (configuration not stated)
-19%,Cn1cnnc1SCC(=O)NCc1ccccc1
4%,NNC(=O)C(=O)NCCCN1CCOCC1
?,Cc1ccc2[nH]c(=O)c3cc(C(=O)N(C)c4ccccc4C)sc3c2c1
3%[57.5 µM],CNc1ncnc2sc(-c3ccccc3)cc12
0%[57.5 µM],OCc1nc2nc(Cl)c(Cl)nc2[nH]1
-5%,CCOC(=O)c1nn(-c2ccc(OCC)cc2)c2nc(-c3ccco3)c(C#N)c(=O)n12
-4%,CCOc1ccc(CSC2=NCCN2)cc1[N+](=O)[O-]
?,O=C(CCN1C(=O)C2C3CCC(C3)C2C1=O)Nc1ccc([N+](=O)[O-])cc1 (configuration not stated)
-4%,O=C(CCc1ccccc1)NNc1cc(N2CCCCC2)nc(N2CCCCC2)n1
-4%,Cc1ccccc1OC(C)C(=O)NCc1cccnc1 (configuration not stated)
-2%,CCCC(C)n1[nH]c(=O)c2c(C)cc(C)nc21 (configuration not stated)
26%,C=CCn1c(C(CCCC)CC(O)COCCC)n[nH]c1=S (configuration not stated)
-8%,CCC/C(O)=C1\C(=O)CCCC1=NCCc1ccc(OCC)c(OCC)c1
10%,CCC(C(=O)Nc1cc(Cl)ccc1OC)c1ccccc1 (configuration not stated)
6%,Cc1ccc(N2C(S)=C(C#N)C(=O)NC2c2cccs2)cc1 (configuration not stated)
-4%,O=c1c2ccccc2nnn1COc1cccc2ccccc12
0%,COC(=O)N/N=C(C)\C=C\c1ccco1
-5%[57.5 µM],CCOC(=O)N1CCN(C(=S)NC(=O)C2CCCC2)CC1
16%,Cc1ccc(S(=O)(=O)N(C)C)cc1NC(=S)NCc1ccco1
?,COc1cc(/C=C2\COC/C(=C\c3cc(OC)c(OC)c(OC)c3)C2=O)cc(OC)c1OC
5%,O=C(c1cnccn1)N1CCC2(CCCN(c3ccncc3)C2)CC1
-12%,CC(C)COC(=O)c1cccc2c1-c1ccccc1/C2=N\O
1%,COc1ccc(/C=C(\C#N)C(=O)Nc2cccnc2)cc1
-5%,COc1ccc(C2(CNC(=O)c3ccc(C)cc3)CCOCC2)cc1
?,Cc1cc(N2CCCC2)ccc1/C=C1/C(=O)N(C)C(=S)N1C
4%[57.5 µM],Cn1nc(C(F)(F)F)c(-c2ccc(Br)cc2)c1NC(=O)c1cccnc1
0%,Fc1ccc(CNC(=S)Nc2ccc(Cl)cc2Cl)cc1
11%[57.5 µM],Cc1cc(C)n2nc(Sc3ncccc3[N+](=O)[O-])nc2n1
-1%,O=[N+]([O-])c1ccc(CSc2nc3ccccc3[nH]2)cc1
-3%,O=C(NCC(c1cccs1)N1CCOCC1)c1cc([N+](=O)[O-])cc([N+](=O)[O-])c1 (configuration not stated)
-1%[57.5 µM],C[C@@H](C(=O)N[C@@H](Cc1ccccc1)C(=O)O)n1nnc2ccccc2c1=O
?,O=C(c1ccc(N2CCN(C3CC(=O)N(Cc4cccs4)C3=O)CC2)cc1)c1cccnc1 (configuration not stated)
0%,CSCCC(NS(=O)(=O)c1cccs1)C(=O)NCc1ccccc1 (configuration not stated)
1%,CCOC(=O)N1CCN(C(=O)Cc2cccc3ccccc23)CC1
-3%,Fc1ccc(-n2cc(-c3ccccc3)[n+]3c2SCC3)cc1
-1%,Cc1ccc(S(=O)(=O)N(C)c2cc(S(=O)(=O)Nc3ccncc3)c(C)cc2C)cc1
3%,CCOc1ccc(N=C2NC(=O)/C(=C/C(=O)OC)S2)cc1
4%[57.5 µM],CC1=Nc2cc(C(=O)NCC3CCCO3)ccc2Sc2ccc(Br)cc21 (configuration not stated)
-17%[57.5 µM],CCOC(=O)N1CCN(C(=O)c2ccc(Cl)nc2)CC1
2%,Cc1ccc(OCCn2cc(/C=N/NC(=O)c3ccncc3)c3ccccc32)cc1
-3%,CC(=O)Nc1cccc(-c2nc3ccc(NC(C)=O)cc3s2)c1
6%,O=C(O)c1nccnc1C(=O)N1CCN(c2ccccc2)CC1
-10%,CC1CCCCC1n1c(-c2cccnc2)n[nH]c1=S (configuration not stated)

# High-throughput results deposited in PubChem by National Center for Advancing Translational Sciences (NCATS).
